# Compound activity as filed in PubChem BioAssay.
# EPAC2 ag = qHTS for Agonist of cAMP-regulated guanine nucleotide exchange factor 4 (EPAC2): primary screen | EPAC2 activation, biochemical qHTS; response scale: 100% = 6.5 mM cAMP response | Potency, µM (series often up to 154 µM), for the others: at the highest dose activation, usual class: activators | 360,000 compounds, 0.079% hits | AID 720711, 2013; also: potency is read from the fitted curve at half-maximal effect; nearly all actives have a fitted effect of over 50% in size
# Target sequence (Q8WZA2 whole entry, looked up): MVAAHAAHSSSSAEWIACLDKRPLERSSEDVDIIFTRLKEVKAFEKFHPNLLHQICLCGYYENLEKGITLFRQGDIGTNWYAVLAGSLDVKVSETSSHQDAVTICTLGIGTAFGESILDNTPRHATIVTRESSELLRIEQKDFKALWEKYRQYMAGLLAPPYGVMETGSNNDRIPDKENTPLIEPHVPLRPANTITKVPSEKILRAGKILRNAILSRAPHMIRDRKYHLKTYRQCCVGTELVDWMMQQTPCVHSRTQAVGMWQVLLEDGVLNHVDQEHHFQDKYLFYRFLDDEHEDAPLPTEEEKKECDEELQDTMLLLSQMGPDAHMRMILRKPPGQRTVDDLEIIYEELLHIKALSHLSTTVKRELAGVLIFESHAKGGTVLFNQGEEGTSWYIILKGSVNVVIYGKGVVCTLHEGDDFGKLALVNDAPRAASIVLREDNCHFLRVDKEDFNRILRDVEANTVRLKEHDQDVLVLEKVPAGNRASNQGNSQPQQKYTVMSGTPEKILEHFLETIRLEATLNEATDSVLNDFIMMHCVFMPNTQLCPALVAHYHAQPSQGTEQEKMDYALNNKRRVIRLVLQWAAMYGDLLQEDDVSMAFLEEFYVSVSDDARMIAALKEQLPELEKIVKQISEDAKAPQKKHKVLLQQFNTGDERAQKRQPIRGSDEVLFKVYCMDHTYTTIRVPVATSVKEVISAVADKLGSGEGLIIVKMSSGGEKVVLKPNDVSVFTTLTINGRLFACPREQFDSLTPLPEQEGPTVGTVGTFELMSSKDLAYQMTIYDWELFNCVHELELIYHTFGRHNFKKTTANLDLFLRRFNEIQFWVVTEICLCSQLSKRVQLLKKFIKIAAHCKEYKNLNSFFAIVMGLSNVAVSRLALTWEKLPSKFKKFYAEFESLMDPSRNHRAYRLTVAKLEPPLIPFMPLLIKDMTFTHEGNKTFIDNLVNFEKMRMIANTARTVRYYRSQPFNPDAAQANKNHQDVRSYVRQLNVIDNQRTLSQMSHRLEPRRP
#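 Compounds were titrated in qHTS against a Rap1B-BODIPY-GDP (250 nM) complex with EPAC2 (100 nM) and GDP (50 uM). BODIPY-GDP release tracked at 480/540 nm over 30 min at room temperature, normalized to 6.5 mM cAMP.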
# ATXN viability = Viability Counterscreen for Primary qHTS for Inhibitors of ATXN expression; S2 cells (HEK-293 line with an ATXN2-luciferase reporter) viability, CellTiter-Fluor protease fluorescence, 24 h; 400,000 compounds, 0.49% hits; Potency, µM (highest dose often 56.7 µM), most hits filed as cytotoxic; also: potency is read from the fitted curve at half-maximal effect; nearly all actives have a fitted effect of over 40% in size
# A549 tox = Nrf2 qHTS screen for inhibitors: counterscreen for cytotoxicity | A549 ARE-Fluc cells, CellTiter-Fluor viability, 18-24 h | Potency, µM (series often up to 46 µM), for inactives: top-dose activity change, negative = cytotoxicity, actives largely listed as inhibitors | 390,000 compounds, 0.16% hits; also: potency is read from the fitted curve at half-maximal effect; % is scaled to controls: 0 for no effect and ±100 for the full control effect
#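 A549 ARE_Fluc cells in 5% FBS OPTI-MEM were exposed to compounds in concentration-response for 18-24 h at 37 deg C. Viability was read by CellTiter-Fluor fluorescence (Ex 405/Em 525) after 30 min, before the luciferase read.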
# Nrf2 inh = Nrf2 qHTS screen for inhibitors; A549 ARE-Fluc reporter, luciferase luminescence, 18-24 h; Potency, µM (top dose mostly 46 µM), inactives show top-dose activity change, negative = inhibition, actives largely listed as inhibitors; 360,000 compounds, 2.1% hits; AID 504444, 2011; also: potency is read from the fitted curve at half-maximal effect; % is scaled to controls: 0 for no effect and ±100 for the full control effect; nearly all actives have a fitted effect of over 60% in size
#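 Reporter: ARE-Fluc in A549. Exposure: 18-24 h, 37 °C, 5% CO2, 5% FBS OPTI-MEM. Readouts: fluorescent cytotoxicity (CellTiter-Fluor), then luminescent Nrf2 signal after BugLite.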
# TGFb SMAD3 inh = qHTS for Inhibitors of TGF-b; 410,000 compounds, 1.2% hits; Potency, µM (top dose mostly 46.1 µM), inactives show at the highest dose activity, negative = inhibition, hits mostly inhibitors; HepG2 CAGA-GFP TGF-b/SMAD3 reporter, GFP fluorescence, 18 h; TGF-beta stimulated, 500 pg/mL final; AID 588855, 2011; also: potency is read from the fitted curve at half-maximal effect; % is scaled to controls: 0 for no effect and ±100 for the full control effect; nearly all actives have a fitted effect of over 65% in size
#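 GFP signal (ex488/em500-530) from TGF-beta-stimulated HEPG2 CAGA-GFP cells, 500 pg/mL final, 18 h at 37 degrees C in DMEM plus 1% FBS, normalized to unstimulated and DMSO-stimulated controls.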
# Nrf2 ARE act = qHTS of Nrf2 Activators; AREc32 ARE-luciferase reporter (MCF7-derived line), luminescence, 24 h; Potency, µM (series often up to 46.1 µM), without a hit: top-dose activation, most hits filed as activators; 410,000 compounds, 0.31% hits; AID 624171, 2012; also: potency is read from the fitted curve at half-maximal effect; % of control where 0% means no effect; nearly all actives have a fitted effect of over 65% in size
#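 Nrf2 activation is followed as ARE-luciferase induction in the AREc32 line after one day of compound treatment; luminescence is read with Steady-Glo.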
# ATXN2 expr inh = Primary qHTS for Inhibitors of ATXN expression | HEK-293 ATXN2-luciferase reporter, luminescence, 24 h | Potency, µM (highest dose often 57 µM), without a hit: at the top dose activity change, negative = inhibition, most hits filed as inhibitors | 360,000 compounds, 0.72% hits; also: potency is read from the fitted curve at half-maximal effect; % is scaled to controls: 0 for no effect and ±100 for the full control effect; nearly all actives have a fitted effect of over 55% in size
#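 qHTS (up to 57 uM final) was run with 24 h compound exposure of reporter cells at 37 °C. Each well was multiplexed: SteadyGlo luminescence measured ATXN2-luciferase expression after a fluorogenic Gly-Phe-AFC viability readout (25 uM final).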
# HepG2 tox = qHTS for Inhibitors of TGF-b: Cytotox Counterscreen; HepG2 CAGA-GFP viability, ATP luminescence, 18 h; AID 588856, 2011; 410,000 compounds, 0.76% hits; Potency, µM (highest dose often 46.1 µM), inactives show top-dose activity change, negative = cytotoxicity, most hits filed as cytotoxic; also: potency is read from the fitted curve at half-maximal effect; some results filed as inactive show a strong effect at the top dose
#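 HepG2 CAGA-GFP cells (1000/well, DMEM with 1% FBS) received compound, then TGF-beta at 500 pg/mL final, and were incubated 18 hours at 37 degrees C. Viability was read by CellTiter-Glo luminescence. Media-only wells were set as complete cell-killing and DMSO as no toxicity.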
# IL-2 act = qHTS of IL-2 Activators | activation, % (series mostly up to about 46 µM) | IL-2 activation reporter assay, cell-based qHTS; stimulated with anti-CD3/CD4/CD28 beads; in transgenic mouse T cells | 360,000 compounds, 0.065% hits; in the data active = activation above about 50%; inconclusive = mostly about 30% to 49%; also: 0% is about no effect
#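 Unstimulated transgenic mouse T cells, 750 per well, received compound and, after 60 minutes, anti-CD3/anti-CD4 bead plus anti-CD28 stimulation. EGFP and DsRed were quantified after 18 hours.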
# Active calls of the source: *; i = inactive; ? = inconclusive; . = not tested or not shown; & = joins results of further samples; [ ] = dose if it differs, or a comment. Unless noted, calls follow the shape of the dose curve; as a rule, active = well fitted curve in the direction sought with a large enough effect; inconclusive = small, poorly fitted or top-dose-only effect, or another doubt; inactive = no such curve, though single readings can be large; an effect the other way counts as inactive or inconclusive.
SMILES,EPAC2 ag,ATXN viability,A549 tox,Nrf2 inh,TGFb SMAD3 inh,Nrf2 ARE act,ATXN2 expr inh,HepG2 tox,IL-2 act
CCOC(=O)C1=C(c2ccccc2)Nc2ncnn2C1c1cc(OC)cc(OC)c1OC (centres undefined),4%,?,.,5%,19%,0.4%,0%,9%,-0.6
Cc1cc(C(=O)CCl)c(C)n1-c1ccon1,-9%,?,-9%,-18%,?,?,77%[activator],-89%,-0.4
COc1cc(CC(=O)OCc2cccc([N+](=O)[O-])c2)cc(OC)c1OC,14%,i,-1%,-4%,8%,-1.1%,-6%,-6%,0.3
CCCCC(=O)Nc1cccc(NC(=O)c2ccc(Br)o2)c1,4%,i,3%,.,6%,0.0%,-1%,-5%,1.8
Cc1[nH]c2ccc(C(=O)OC(C)C(=O)NC3(C#N)CCCCC3)cc2c1C (centres undefined),5%,i,1%,?,-23%,0.1%,-7%,-14%,-1.4
C=CCc1ccc(OCCCOc2ccc(C)c(C)c2)c(OC)c1,-5%,i,2%,.,-27%,-0.6%,10%,5%,-0.3
S=C(c1ccc(OCc2ccccc2)cc1)N1CCCC1,1%,?,0%,?,?,5.5%,.,-32%,-1.2
CC1(c2ccccc2Cl)NC(=O)N(CC(=O)N2CCN(S(=O)(=O)c3ccccc3)CC2)C1=O (centres undefined),-6%,i,8%,10%,5%,0.2%,4%,-3%,6.7
Cc1cccc(-n2c(C)cc(C=C3C(=O)c4ccccc4C3=O)c2C)c1,22%,i,-4%,?,3%,-0.1%,84%[activator],1%,-1.3
Cc1[nH]c(C(=O)N/N=C/c2ccc(N(C)C)cc2)c(C)c1C(=O)N/N=C/c1ccc(N(C)C)cc1,-3%,i,-10%,-39%,13%,0.6%,9%[11.3 µM],3%,1.9
COC(=O)c1cn(-c2ccccc2)nc1-c1ccc(OC)cc1,5%,i,11%,-14%,-2%,4.3%,.,-30%,1.5
CCN(C(=O)CSc1nc(-c2ccc(C(C)C)cc2)no1)c1cccc(C)c1,.,i,-5%,-20%,3%,-0.5%,-8%,-17%,.
CCNc1nc2c(c(=O)[nH]c(=O)n2C)n1CCCc1ccccc1,2%,?,5%,-7%,6%,-0.5%,.,9%,0.3
O=C(NCCc1ccccc1)c1ccc(CSc2nc3ccncc3n2Cc2cccc(F)c2)cc1,.,.,-4%,?,?,2.1%,.,-6%,.
COC(=O)c1cc2ccsc2n1Cc1nc(-c2cccc(Cl)c2)oc1C,5%,i,-3%,-9%,4%,0.5%,3%,-21%,-1.2
O=C(Cc1c(Cl)cccc1Cl)Nc1cccc(S(=O)(=O)N2CCOCC2)c1,5%,i,2%,-19%,-10%,-0.6%,-8%,3%,-5.6
COc1cccc(CNC(=O)CNC(=S)N(Cc2ccccc2)Cc2ccccc2F)c1,5%,i,1%,-16%,?,0.9%,-22%,-23%,-3.9
COCCNCCCOc1ccc(Br)cc1Cl,1%,i,7%,5%,8%,7.2%,-18%,-27%,-4.1
O=C(NCc1cccc2[nH]ccc12)C1CCC(=O)N(CCc2ccccc2)C1 (centres undefined),-4%,i,-7%,12%,-4%,0.1%,25%,-16%,-3.3
S=C(c1ccccc1)N1CCCc2ccccc21,15%,i,5%,-26%,3%,0.0%,-8%,2%,0.2
C=Cc1ccc(Cn2c(=O)cc(C)c3c(C)nn(-c4ccccc4)c32)cc1,.,i,6%,?,-12%,0.0%,1%,-12%,.
CCOC(=O)C1(C)NC(c2cc(OC)c(OC)c(OC)c2)C2C(=O)N(CC)C(=O)C21 (centres undefined),-10%,i,1%,4%,0%,0.3%,-2%,0%,-1.6
COC(=O)c1ccc(NC(=O)CCN2C(=O)C3CC=CCC3C2=O)cc1 (centres undefined),5%,i,-2%,-1%,0%,0.2%,4%,3%,0.2
Cc1ccc(N(CC(=O)NC2CCCCC2)C(=O)CNC(=O)c2cccs2)cc1,-4%,i,-2%,0%,0%,1.8%,-1%,-26%,3.5
CC1(C(=O)NS(=O)(=O)c2ccc3c(c2)CCO3)CCN1C(=O)C1(c2ccc(Cl)cc2)CC1 (centres undefined),9%,i,.,.,4%,-1.1%[9.22 µM],-10%,-4%,0.9
Cc1ccc(S(=O)(=O)N2CCN(CC(=O)NC(=O)NCc3ccco3)CC2)cc1C,8%,i,5%,3%,-23%,4.0%,.,18%,-0.3
CN1CCN(C(=O)c2cccc(-c3ccc4nccn4c3)c2)CC1,1%,i,.,.,6%,0.4%,10%,0%,0.5
CCN[C@H]1CN(CCCOC)S(=O)(=O)c2sc(S(N)(=O)=O)cc21,1%,i,-3%,12%,0%,0.7%,1%&8%,1%,0.3
CCn1ncc(Br)c1C(=O)Nc1cc(C)on1,2%,i,-5%,-7%,5%,0.2%,5%,-3%,5.4
CCOC(=O)C1=NN(N=O)C2(CC(=O)N(c3cc(C)cc(C)c3)C2=O)C1 (centres undefined),-15%,i,1%,-7%,18%,0.0%,-1%,-17%,1.1

# Not a retest: entries from further up.
SMILES,EPAC2 ag,ATXN viability,A549 tox,Nrf2 inh,TGFb SMAD3 inh,Nrf2 ARE act,ATXN2 expr inh,HepG2 tox,IL-2 act
CC1(C(=O)NS(=O)(=O)c2ccc3c(c2)CCO3)CCN1C(=O)C1(c2ccc(Cl)cc2)CC1 (centres undefined),9%,i,.,.,4%,-1.1%[9.22 µM],-10%,-4%,0.9
Cc1ccc(S(=O)(=O)N2CCN(CC(=O)NC(=O)NCc3ccco3)CC2)cc1C,8%,i,5%,3%,-23%,4.0%,.,18%,-0.3

# Next results:
SMILES,EPAC2 ag,ATXN viability,A549 tox,Nrf2 inh,TGFb SMAD3 inh,Nrf2 ARE act,ATXN2 expr inh,HepG2 tox,IL-2 act
COc1cccc(C(=O)NNS(=O)(=O)c2ccc(C)cc2)c1,-2%,i,-1%,-2%,4%,-0.1%,17%,-2%,-0.7
CC1(C(=O)Nc2ccccc2)CCN1C(=O)CCc1ccc(Cl)cc1Cl (centres undefined),14%,i,.,.,-21%,0.8%,-7%,-18%,-0.5
Cc1cc(C)nc(N/C(=N\S(=O)(=O)Cc2ccccc2)Nc2ccccc2Br)n1,3%,?,?,13%,26%,0.6%,4%,-7%,-0.6
O=C(c1ccc2oc(Cc3ccc(Cl)cc3)nc2c1)N1CC[C@H](O)C1,0%,i,13%,?,-10%,0.4%,2%,-2%,-5.4
NC(=O)CC(NC(=O)Cc1cccc2ccccc12)c1ccc(NCCN2CCCCC2)c([N+](=O)[O-])c1 (centres undefined),12%,i,-3%,22%,2%,1.5%,-1%,1%,-0.4
C=CCNc1sc(C(=O)c2cccs2)c(N)c1C#N,7%,i,-4%,-15%,-9%,7.0%,?,-7%,17
CC(C)Oc1ccc(CNC(=O)c2ccc3c(c2)N(C)CCS3)cc1,19%,i,19%,0%,-18%,5.4%,19%,-17%,-0.7
Cc1ccc(OCC(=O)Nc2ccc(OCc3cc(=O)n4ccsc4n3)cc2)cc1,.,i,1%,-2%,1%,-1.7%,-5%,-1%,.
CC(C)C[C@H]1COCCS(=O)(=O)N1Cc1ccc(Cl)c(Cl)c1,1%,i,1%,0%,?,0.1%,-15%,-24%,0.4
CNc1nc(C)nc(-n2nc(C)cc2C)n1,0%,i,0%,11%,-17%,-0.6%,2%,-43%,-3.5
Cn1c(=O)c2cc(NC(=O)CCc3cccc(Cl)c3)ccc2n1Cc1cccc(C(F)(F)F)c1,-8%,i,.,.,-12%,0.2%,3%,-38%,0.2
Cc1cc(C)c2sc(N(CCN(C)C)C(=O)CCS(=O)(=O)c3ccccc3)nc2c1,-12%,?,3%,-4%,-33%,5.3%,?,-94%,0.1
O=C(CSc1nnc(CNC(=O)c2ccco2)o1)Nc1ccccc1,3%,i,2%,10%,-15%,0.0%,2%,5%,1.3
c1csc(-c2nnsc2-c2nc3ccccc3[nH]2)c1,-4%,i,-6%,-9%,10%,11%,4%,-28%,-1.8
CCOC(=O)C1=C(C)NC(C)=C(C(=O)OCC)C1C(=O)OCC(=O)N(C)Cc1ccccc1,7%,i,-13%,-19%,0%,2.4%,2%,-4%,-0.6
Nc1ccccc1SCCS(=O)(=O)c1ccc(Cl)cc1,5%,i,0%,6%,-10%,-0.6%,.,-22%,0.0
CC(=O)c1c(NCCc2ccccc2)nc(=S)n(-c2ccccc2)c1C,13%,?,-4%,-4%,?,11%,-55%,-103%,-0.4
Cc1oc2cc3oc(=O)c(CC(=O)N[C@@H](C)C(=O)NC(Cc4ccc(Cl)cc4)C(=O)O)c(C)c3cc2c1C (some centres undefined),1%,i,-2%,4%,7%,-0.5%,10%,7%,0.5
CCCNC(=O)/C=C/c1ccc(S(=O)(=O)Nc2ccccc2OC)cc1,4%,i,9%,?,2%,2.3%,-13%,-14%,-0.7
O=C1NN(c2ccc(Br)cc2)C(=O)/C1=C\c1ccc(O)cc1O,2%,i,-3%,5%,2%,2.9%,-22%,-10%,-0.3
N#Cc1ccc(C(=O)Nc2nnc(-c3ccco3)o2)cc1,-7%,i,-11%,-22%,?,0.1%,-1%,-54%,0.7
COc1ccc(S(=O)(=O)N(CC(=O)NCc2ccco2)c2ccccc2)cc1OC,10%,i,0%,-14%,13%,-0.5%,-2%,-26%,-1.8
Cc1ccccc1N1CCN(c2ncnc3scc(-c4cccs4)c23)CC1,7%,i,-4%,?,-28%,2.4%,-16%,3%,-0.4
